ASK1 inh: ASK1 kinase inhibitors, primary screen, biochemical, AlphaScreen; AlphaScreen MKK6 phosphorylation by ASK1, luminescence; inhibition, % at 7.44 µM; actives 0.99% (n = 22,000); in the data active = inhibition above about 35%;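 note: 0% = median of compound wells and 100% = no enzyme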
ULK1 primary: ULK1 kinase inhibitors, primary screen, biochemical, AlphaScreen; inhibition, % at 5.96 µM; Serine/threonine-protein kinase ULK1 (Homo sapiens), O75385; AlphaScreen Atg13 phosphorylation by ULK1, luminescence; actives 1.9% (n = 30,000); in the data active = inhibition above about 43%;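 note: 0% = median of compound wells and 100% = no enzyme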
Target sequence (O75385 whole entry, looked up): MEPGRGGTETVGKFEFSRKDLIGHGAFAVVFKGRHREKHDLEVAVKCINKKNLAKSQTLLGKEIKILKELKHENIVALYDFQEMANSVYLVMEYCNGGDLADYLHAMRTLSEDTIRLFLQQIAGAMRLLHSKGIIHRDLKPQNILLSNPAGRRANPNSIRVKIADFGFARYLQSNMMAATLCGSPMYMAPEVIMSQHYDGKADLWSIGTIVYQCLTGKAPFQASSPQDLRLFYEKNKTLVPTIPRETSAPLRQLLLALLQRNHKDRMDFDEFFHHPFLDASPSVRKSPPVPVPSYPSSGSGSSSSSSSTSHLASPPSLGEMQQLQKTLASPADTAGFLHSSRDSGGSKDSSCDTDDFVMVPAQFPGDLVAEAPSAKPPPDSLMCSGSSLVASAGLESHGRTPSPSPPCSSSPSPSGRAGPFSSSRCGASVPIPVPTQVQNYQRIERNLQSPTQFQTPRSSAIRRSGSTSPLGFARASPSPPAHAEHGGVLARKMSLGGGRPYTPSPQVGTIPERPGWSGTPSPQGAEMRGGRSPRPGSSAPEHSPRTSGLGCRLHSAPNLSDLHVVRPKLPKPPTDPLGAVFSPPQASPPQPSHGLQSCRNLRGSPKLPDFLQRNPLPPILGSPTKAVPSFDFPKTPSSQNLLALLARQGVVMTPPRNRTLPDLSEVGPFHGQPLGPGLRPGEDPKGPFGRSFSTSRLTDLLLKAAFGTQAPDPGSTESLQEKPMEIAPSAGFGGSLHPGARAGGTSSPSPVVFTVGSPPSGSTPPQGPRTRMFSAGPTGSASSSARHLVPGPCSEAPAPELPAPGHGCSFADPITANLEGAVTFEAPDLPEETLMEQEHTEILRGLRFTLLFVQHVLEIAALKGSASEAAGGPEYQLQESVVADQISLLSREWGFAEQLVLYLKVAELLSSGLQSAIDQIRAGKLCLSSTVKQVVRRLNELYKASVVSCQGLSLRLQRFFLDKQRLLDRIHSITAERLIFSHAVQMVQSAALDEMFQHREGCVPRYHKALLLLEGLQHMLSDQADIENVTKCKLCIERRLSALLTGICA
* marks the source's active call; other numbers are inactive results; / = not tested or not shown. An unsorted share of the library (roughly 2.6% active in at least one column).

SMILES	ASK1 inh	ULK1 primary
Cc1ncn(-c2ccc(Nc3nccc(-c4ccc(N5CCCC(O)C5)c(C#N)c4)n3)cc2)n1 (configuration not stated)	-7	80*
N#CC(c1ccc(Cl)cc1)c1c(Cl)cc(-n2ncc(=O)[nH]c2=O)cc1Cl (configuration not stated)	/	6
CC(C)N(CCNc1nc(N2CCCC2CO)nc2c1ncn2-c1ccsc1)C(C)C (configuration not stated)	-41	-4
COc1ccnc(CS(=O)c2nc3cc(OC(F)F)ccc3[nH]2)c1OC (configuration not stated)	/	1
c1cncc(CNc2nccc(NCCN3CCOCC3)n2)c1	-13	6
Cc1cnc(Oc2ccccc2)nc1NC1CC1	-5	-4
CO[C@H]1[C@@H](O)[C@H](N)[C@@H](O[C@@H]2O[C@H](C(C)N)CC[C@H]2N)[C@H](O)[C@@H]1N(C)C(=O)CN (some centres not stated)	/	4
COc1cccc2c1OCC(c1nc3ccc(-c4ccnc(N)n4)cc3[nH]1)C2 (configuration not stated)	-3	-2
CC(C)N(CCNC(=O)c1csc(-c2ccc(C(=O)NC3CC3)cc2)n1)C(C)C	3	3
O=C(NCc1nc2ccccc2[nH]1)C1CCN(c2ccc(Cl)nn2)CC1	-8	-5
O=C(NCCCN1CCCC1=O)c1ccn(-c2ccnc(Nc3ccc(N4CCOCC4)cc3)c2)n1	-19	4
O=[N+]([O-])c1ccc(C=NN2CCNC2=S)o1	/	0
CCCCC(=O)Nc1ccccc1-c1nnn(CC(=O)Nc2ccc(C)cc2)n1	/	-7
CC(C)n1c(-c2ccc(C(=O)NC3CC3)cc2)nc2c(NCCc3ccc(O)cc3)ncnc21	3	-22
CC(C)N(CCNc1nc(-c2csc3ccccc23)nc2c1ncn2C1CCCCC1)C(C)C	6	-14
O=C(NC1CC1)c1csc(Nc2ccncn2)n1	13	4
O=C(C(O)c1ccc(F)cc1)N1CCC(Nc2ccc3[nH]ncc3c2)CC1 (configuration not stated)	0	0
O=C1CCCN1CCCNc1cc(-c2ccccc2)ncn1	-7	12
COc1ccc(CCNC(=O)c2csc(Nc3ncccn3)n2)cc1	17	-1
COc1cc(Nc2nc(C)cc(N)n2)cc(OC)c1OC	-5	1
CCCS(=O)c1ccc2nc(NC(=O)OC)[nH]c2c1 (configuration not stated)	/	6
CCCNC(=O)c1ccc(-c2ccc(N3CCOCC3)nc2)s1	2	10
O=C(Cc1cn(-c2ccc(N3CCCC3CO)nn2)c2ccccc12)Nc1ccc2c(c1)OCO2 (configuration not stated)	17	31
Cc1nn(C)c(C)c1-c1cccc(C(=O)NCCCN2CCCC2=O)n1	-1	-4
Nc1cccc(-c2ncc(C(=O)Nc3ccccc3)s2)c1	-7	-9
O=C(Nc1ccc(F)c(F)c1N1CCC(O)CC1)c1ccc(Br)o1	-4	9
O=C1CCCN1CCn1cnc2c(Nc3ccc(N4CCOCC4)cc3)nc(Nc3ccc(N4CCOCC4)cc3)nc21	13	11
COc1cc(Nc2nc(Nc3ccc(N4CCOCC4)cc3)c3ncn(-c4ccsc4)c3n2)cc(OC)c1OC	11	23
Cc1cc(NCC2CCCO2)nc(-c2ccccc2)n1 (configuration not stated)	4	6
CN1CCN(C(=O)c2ccc(-c3ccc(C(=O)Nc4ccccc4)s3)cc2)CC1	1	-5
C[C@]12CCC(=O)C=C1CC[C@@H]1[C@@H]2[C@@H](O)C[C@]2(C=O)[C@@H](C(=O)CO)CC[C@@H]12	/	-1
O=C(Nc1ccccc1)C1C2CCC3C(CCC21)C3(Cl)Cl (configuration not stated)	/	-9
Cc1ccc(-c2nnc3n(Cc4ccc(Cl)cc4)c4c(=O)[nH]c(=O)n(C)c4n23)cc1	/	1
O=C(NCCOc1ccccc1)c1csc(N2CCCC2CO)n1 (configuration not stated)	-7	-2
Cn1c(=O)cc(N2CCCCC2)n(Cc2cccc(C(F)(F)F)c2)c1=O	/	-2
C=CCN1CCC2(CC1)CN(C(=O)c1ccc(Br)o1)c1ccccc12	-9	4
Cc1noc(C)c1-c1nc(NCCN2CCOCC2)c2ncn(-c3ccsc3)c2n1	-10	1
COc1ccc(-c2nc(C(=O)NCc3ccccc3)cs2)cn1	3	-1
Cn1c(-c2cccc([N+](=O)[O-])c2)cnc1NCc1cccc(F)c1	/	-7
COc1ccc(CCNc2nc(-c3ccc(N4CCOCC4)nc3)nc3c2ncn3C(C)C)cc1	8	-12
CCCC1O[C@@H]2C[C@H]3[C@@H]4CCC5=CC(=O)C=C[C@]5(C)[C@H]4[C@@H](O)C[C@]3(C)[C@]2(C(=O)CO)O1 (some centres not stated)	/	7
COC(=O)c1cccc(-n2cc(NC(=O)Nc3cccc(C)c3)cn2)c1	16	-51
COc1ccc(CCNc2nc(Nc3ccncc3)nc3nc[nH]c23)cc1	0	25
O=C(NCCN1CCOCC1)c1cccc(NCCCN2CCCC2=O)n1	-3	-7
Cc1[nH]ncc1-c1ccc(NC(=O)OCCc2ccccc2)cc1	3	-29
CCc1cnc2c(c1OC)c(=O)n(CC(=O)Nc1ccccc1C)c(=O)n2C	/	2
CC(C)n1cnc2c(NC3CCN(Cc4ccccc4)CC3)nc(NCc3cccnc3)nc21	6	-8
COc1cc(NC(=O)c2cccc(-c3cccc(C(C)=O)c3)n2)cc(OC)c1OC	7	7
COc1cc2nc(N3CCCC3CO)nc(Nc3ccc4c(c3)OCO4)c2cc1OC (configuration not stated)	12	4
NC1=NC(=O)/C(=C\c2cccn2-c2ccc([N+](=O)[O-])cc2)S1	/	39
O=C(Nc1ccc2[nH]ncc2c1)C1CCN(C(=O)c2ccccn2)C1 (configuration not stated)	1	9
NCCOc1cc(-c2cn[nH]c2)ccc1NC(=O)C1COc2ccccc2C1 (configuration not stated)	7	6
O=C1CCCN1CCn1cnc2c(Nc3ccc(N4CCOCC4)cc3)nc(N3CCC(N4CCOCC4)CC3)nc21	-8	-8
N[C@@H](C(=O)N1CCC(Nc2ccc3[nH]ncc3c2)CC1)c1ccccc1	-46	-5
CCCNc1nc(Nc2ccc3ncccc3c2)nc2c1ncn2CCN1CCCC1=O	2	12
O=C(NC1CCN(Cc2ccccc2)CC1)C1CCN(c2ccc(Cl)nn2)CC1	8	3
CCOc1ccc(S(=O)(=O)NCC2CCCO2)cc1 (configuration not stated)	/	6
Nc1ccc(S(=O)(=O)N2CCOC3CCCCC32)cc1 (configuration not stated)	/	2
O=C(NC1CC1)c1ccc(-c2nccc(NC3CC3)n2)cc1	-8	-8
CC(=O)Nc1ccc(Nc2nc(-c3ccc(C(N)=O)cc3)nc3c2ncn3CCN2CCCC2=O)cc1	-16	-5

Additional structures.
SMILES	ASK1 inh	ULK1 primary
C[C@H]1O[C@@H](n2cc(F)c(=O)[nH]c2=O)[C@H](O)[C@@H]1O	/	-2
CC(=O)Nc1ccc(NC(=O)c2ccnc(-c3c(C)noc3C)c2)cc1	3	4
COc1ccc(-c2nc(C(=O)NCCO)cs2)cn1	-10	3
O=P(O)(O)C(O)(Cc1cccnc1)P(=O)(O)O	/	3
Cc1cc(NC2CC2)nc(NCc2ccc3c(c2)OCO3)n1	6	-7
O=C(NCCc1ccc(O)cc1)c1cccc(-c2ccc(C(=O)NC3CC3)cc2)c1	10	42
COc1cc(NC(=O)c2ccc3nc(Nc4ccc(N5CCOCC5)cc4)sc3c2)cc(OC)c1OC	13	-15
CCCc1nc2c(C)cc(-c3nc4ccccc4n3C)cc2n1Cc1ccc(-c2ccccc2C(=O)O)cc1	/	2
COc1cc(Nc2cc(N3CCC(N4CCOCC4)CC3)nc(N)n2)cc(OC)c1OC	-28	-36
CC1CC(C)CN(C(=O)c2ccc(F)cc2)C1 (configuration not stated)	/	-5
O=C(NC1CC1)c1cccc(-c2csc3ccccc23)c1	6	-9
O=C(Nc1cc(F)c(-c2ccncc2)c(F)c1)C1COc2ccccc2O1 (configuration not stated)	1	-6
Cn1c(=O)c2c(nc(NN)n2CCc2ccccc2)n(C)c1=O	/	15
CC(C)N(CCNc1nc(N2CCN(Cc3ccc4c(c3)OCO4)CC2)nc2c1ncn2-c1ccsc1)C(C)C	6	-14
OCC1CCCN1c1nc(NCCOc2ccccc2)c2ncn(-c3ccccc3)c2n1 (configuration not stated)	9	-17
c1cnc2ccc(Nc3nc4ncnc(Nc5ccc(N6CCOCC6)cc5)c4[nH]3)cc2c1	-1	19
N[C@H](Cc1cccc(Cl)c1)c1nc2ccc(-c3cn[nH]c3)cc2c(=O)[nH]1	32	28
Cc1cccc2c1NC(=O)C21OCCCO1	/	-5
Cc1cnc(-c2c(C)nn(C)c2C)nc1NCCOc1ccccc1	-3	10
Cc1[nH]ncc1-c1ccc(NC(=O)C2COc3ccc(F)cc3C2)c(SCCN2CCOCC2)c1 (configuration not stated)	-7	2
O=C(Cc1cn(-c2ccc(Nc3nccc4ccccc34)nn2)c2ccccc12)Nc1ccc2c(c1)OCO2	46*	10
c1ccc(Nc2ccnc(Nc3ccccn3)n2)cc1	12	-14
c1cc(NCCN2CCOCC2)nc(N2CCOCC2)n1	4	2
O=C(NCc1cccnc1)c1cccc(Nc2ccc3ncccc3c2)c1	-9	8
c1ccc(OCCNc2nc(Nc3ccncn3)nc3nc[nH]c23)cc1	4	12
Cn1cc(-c2ccccc2NC(=O)Nc2ccc(F)cc2F)cn1	/	3
COCCCNc1cc(-c2cncc(Br)c2)nc(-c2ccccc2)n1	/	2
COc1ccc(CCNc2nc(Nc3ccccn3)nc3c2ncn3-c2ccccc2)cc1	20	2
O=C(CN1C(=O)c2ccccc2C1=O)Nc1cccc(C(=O)O)c1	/	-6
COc1cc(Nc2nc(C)cc(NCCc3ccc(O)cc3)n2)cc(OC)c1OC	-3	-19
O=C(NCCc1ccc(O)cc1)c1ccc2nc(-c3csc4ccccc34)sc2c1	10	3
COc1ccc2c(c1)CC(c1nc3ccc(-c4ccc(N)nc4)cc3o1)CO2 (configuration not stated)	10	5
COc1ccc2c(c1)CC(C(=O)Nc1ccc(-c3cn[nH]c3)cc1)CO2 (configuration not stated)	-8	4
C[N+]1(C)C2CC[C@H]1CC(OC(=O)C(O)c1ccccc1)C2 (some centres not stated)	/	6
O=C(NCCN1CCOCC1)c1csc(NCc2cccnc2)n1	5	18
CC1(C)COc2ccc(NC(=O)COc3ccccc3)cc2NC1=O	/	5
O=C(NC1CCN(Cc2ccccc2)CC1)c1cccc(Nc2ccc(-n3ccnc3)cc2)n1	19	-7
C/C(=N\Nc1cc(N2CCOCC2)nc(C)n1)c1ccc(Cl)c(Cl)c1	/	-1
Cn1nccc1Nc1ccc(-n2cc(CC(=O)Nc3ccc4c(c3)OCO4)c3ccccc32)nn1	21	30
CCN1CCN(C(=O)N[C@@H](C(=O)N[C@@H]2C(=O)N3[C@@H]2SC(C)(C)[C@@H]3C(=O)O)c2ccccc2)C(=O)C1=O	/	5
CC(C)(NC(=S)Nc1ccccc1)c1ccncc1	/	8
CN1CCN(C(=O)c2ccc(-c3nc(NCc4cccc(C(F)(F)F)c4)c4[nH]cnc4n3)cc2)CC1	-6	3
Cc1nc(C)n(-c2ccc(Nc3nccc(-c4cc(F)cc(-c5nccs5)c4)n3)cc2)n1	22	6
N[C@H](COc1ccncc1C(=O)Nc1ccc2[nH]ncc2c1)Cc1ccccc1	-1	-12
COc1cc(N2CCOCC2)ccc1Nc1cc(Nc2ccccc2S(=O)(=O)NC(C)C)c(C(F)(F)F)cn1	10	29

Filtered by structure, those above with fluorine (13)
SMILES	ASK1 inh	ULK1 primary
COc1ccnc(CS(=O)c2nc3cc(OC(F)F)ccc3[nH]2)c1OC (configuration not stated)	/	1
O=C(C(O)c1ccc(F)cc1)N1CCC(Nc2ccc3[nH]ncc3c2)CC1 (configuration not stated)	0	0
O=C(Nc1ccc(F)c(F)c1N1CCC(O)CC1)c1ccc(Br)o1	-4	9
Cn1c(=O)cc(N2CCCCC2)n(Cc2cccc(C(F)(F)F)c2)c1=O	/	-2
Cn1c(-c2cccc([N+](=O)[O-])c2)cnc1NCc1cccc(F)c1	/	-7
C[C@H]1O[C@@H](n2cc(F)c(=O)[nH]c2=O)[C@H](O)[C@@H]1O	/	-2
CC1CC(C)CN(C(=O)c2ccc(F)cc2)C1 (configuration not stated)	/	-5
O=C(Nc1cc(F)c(-c2ccncc2)c(F)c1)C1COc2ccccc2O1 (configuration not stated)	1	-6
Cc1[nH]ncc1-c1ccc(NC(=O)C2COc3ccc(F)cc3C2)c(SCCN2CCOCC2)c1 (configuration not stated)	-7	2
Cn1cc(-c2ccccc2NC(=O)Nc2ccc(F)cc2F)cn1	/	3
CN1CCN(C(=O)c2ccc(-c3nc(NCc4cccc(C(F)(F)F)c4)c4[nH]cnc4n3)cc2)CC1	-6	3
Cc1nc(C)n(-c2ccc(Nc3nccc(-c4cc(F)cc(-c5nccs5)c4)n3)cc2)n1	22	6
COc1cc(N2CCOCC2)ccc1Nc1cc(Nc2ccccc2S(=O)(=O)NC(C)C)c(C(F)(F)F)cn1	10	29

Bioassay records as filed in PubChem.
